Source: PubChem
S1P4 ag – S1P4 receptor agonists, primary screen, cell-based | S1P4-expressing cell line, agonist reporter assay | activation, % at 4.98 µM | 220,000 compounds, 0.35% hits; in the data active = activation above about 11%;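 note: 0% = DMSO vehicle and 100% = reference agonist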
Target sequence (O95977 whole entry, looked up): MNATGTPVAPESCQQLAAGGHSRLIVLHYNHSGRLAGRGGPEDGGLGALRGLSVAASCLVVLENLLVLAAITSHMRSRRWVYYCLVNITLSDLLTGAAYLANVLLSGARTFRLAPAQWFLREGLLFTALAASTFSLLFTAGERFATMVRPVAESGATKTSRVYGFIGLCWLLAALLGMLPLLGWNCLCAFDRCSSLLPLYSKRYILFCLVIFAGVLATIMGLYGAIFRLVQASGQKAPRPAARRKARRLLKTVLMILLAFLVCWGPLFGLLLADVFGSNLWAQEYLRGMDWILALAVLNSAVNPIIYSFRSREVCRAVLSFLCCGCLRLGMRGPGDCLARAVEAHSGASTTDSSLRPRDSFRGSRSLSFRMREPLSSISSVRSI
Wee1 stabilizer – Wee1 degradation inhibitors, primary screen, cell-based, HeLa, Wee1K328M-luciferase, luminescence | Wee1-like protein kinase (Homo sapiens), P30291 | HeLa Luc-Wee1K328M stability; 100% = proteasome inhibitor MG132 effect | reporter increase, % at 5 µM | 220,000 compounds, 1.2% hits | AID 1321, 2008;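 active = activation above the mean of all tested compounds plus 3 SD, set per screening run, cut at about 8.8% in these data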;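 note: cells exposed to compound for 20 h before luminescence read; 0% = DMSO alone and 100% = MG132 at 30 µM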
BaF3 parental – parental Ba/F3 cell viability inhibition, counter-screen for JAK2V617F inhibitor project, murine pro-B, CellTiter-Glo luminescence; CellTiter-Glo ATP luminescence; inhibition, % at 5.6 µM; 220,000 compounds, 1.1% hits;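 active = inhibition above a per-campaign cutoff, the mean inhibition of all tested compounds plus 3 SD, cut at about 27% in these data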;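 note: 0% = DMSO wells and 100% = JAK Inhibitor I control wells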
PERK inhibitor – block of dimerizer-induced PERK translation repression, primary screen, PERK inhibitor project, CHO PERK-DD cells, SEAP luminescence, HTS; 220,000 compounds, 0.17% hits; Eukaryotic translation initiation factor 2-alpha kinase 3 (Homo sapiens), Q9NZJ5; inhibition, % at 5.6 µM; CHO PERK-DD fusion, SEAP luminescence translation reporter; AID 1416, 2008;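 active = inhibition above the mean inhibition of all tested compounds plus 3 SD, set separately per screening campaign, cut at about 2.9% in these data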;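 note: PERK kinase domain activated by AP20187 dimerizer at 100 nM; 0% = DMSO with dimerizer and 100% = rapamycin at 8.4 µM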
MDM2 E3 inh – MDM2-luciferase reporter signal enhancers, primary screen, MDM2 E3 ligase inhibitor project, cell-based, luminescence, 1536-well. 210,000 compounds, 0.11% hits. AID 1230, 2008. cell-based MDM2 ubiquitination luciferase reporter, 2 h; 0 = plate control, 100 = twice control, blank-subtracted. E3 ubiquitin-protein ligase Mdm2 (Homo sapiens), Q00987. signal enhancement, % at 5 µM;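 active = signal enhancement of 30% or more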;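 note: luminescence tracks abundance of the self-degrading MDM2-luciferase fusion protein; higher signal means inhibition of MDM2 E3 ligase activity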
Target sequence (Q00987 whole entry, looked up, the tested form may be a part): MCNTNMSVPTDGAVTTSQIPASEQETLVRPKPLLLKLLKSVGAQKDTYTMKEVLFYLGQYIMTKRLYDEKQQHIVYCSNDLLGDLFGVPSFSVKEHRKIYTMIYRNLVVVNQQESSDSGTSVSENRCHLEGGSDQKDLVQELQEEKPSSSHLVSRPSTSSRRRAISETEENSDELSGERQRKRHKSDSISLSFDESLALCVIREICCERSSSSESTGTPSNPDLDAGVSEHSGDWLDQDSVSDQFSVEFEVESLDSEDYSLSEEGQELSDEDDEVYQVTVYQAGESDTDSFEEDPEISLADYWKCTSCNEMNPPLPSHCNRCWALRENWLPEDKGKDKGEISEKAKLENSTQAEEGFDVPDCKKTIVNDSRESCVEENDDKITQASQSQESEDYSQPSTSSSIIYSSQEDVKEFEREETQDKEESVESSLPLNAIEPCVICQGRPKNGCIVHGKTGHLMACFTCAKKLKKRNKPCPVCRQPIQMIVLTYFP
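Assay system: mammalian cells stably expressing self-ubiquitinating, self-degrading MDM2 E3–luciferase fusion. Quantity: 2000 cells in each well. Medium: DMEM culture medium. Compound dosing: single-point 5 µM. Timing: cell settling 4 h, compound treatment 2 h, both 37 °C. Technique: luciferase luminescence. Read-out basis: percent signal gain over controls, blank-subtracted. Benchmarks: plate controls and plate blanks.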
S1P4 antagonist – S1P4 receptor antagonists, primary screen, cell-based; Sphingosine 1-phosphate receptor 4 (Homo sapiens), O95977; S1P4-expressing cells, antagonist mode, reporter read-out; inhibition, % at 4.98 µM; 220,000 compounds, 0.26% hits; AID 1510, 2009; in the data active = inhibition above about 29%;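 note: 0% = wells stimulated with agonist and 100% = vehicle wells without agonist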
NPY-Y2 PAM-ag – NPY-Y2 potentiators or agonists, primary screen, cell-based; Neuropeptide Y receptor type 2 (Homo sapiens), P49146; activation, % at 3.6 µM; cells expressing NPY-Y2, potentiator/agonist read-out; 220,000 compounds, 0.45% hits; in the data active = activation above about 27%;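 note: cells stimulated with NPY near EC25 plus isoproterenol at EC100; 0% = vehicle plus submaximal agonist and 100% = vehicle plus saturating agonist; some results beyond the cut were filed as inactive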
Ba/F3 V617F tox – reduced viability of JAK2V617F-dependent Ba/F3 cells, primary screen, JAK2V617F inhibitor project, cell-based, Ba/F3 EpoR-JAK2V617F, luminescence; ATP luminescence; inhibition, % at 5.6 µM; 220,000 compounds, 1.1% hits; AID 1446, 2008;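 active = inhibition above the campaign mean plus 3 SD over all tested compounds, cut at about 24% in these data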;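 note: cytokine-independent growth of Ba/F3 cells driven by EpoR plus mutant JAK2; 0% = DMSO-treated cells and 100% = JAK inhibitor I control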
eIF4E-4G inh – eIF4E–eIF4G protein interaction inhibitors, primary screen, biochemical, uHTS, TR-FRET, eIF4GI fragment; Eukaryotic translation initiation factor 4E (Mus musculus) + Eukaryotic translation …; TR-FRET eIF4E-eIF4GI(517-606) binding, 2 h; inhibition, % at 21.7 µM; 220,000 compounds, 0.37% hits; AID 782, 2007;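 active = inhibition above about 30%, limit read from the data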;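 note: 0% = full FRET control wells and 100% = background wells lacking eIF4GI fragment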
Starred values were filed as active, the others as inactive; . = not tested or not shown; [ ] = dose if it differs, or a comment.

Compound | S1P4 ag | Wee1 stabilizer | BaF3 parental | PERK inhibitor | MDM2 E3 inh | S1P4 antagonist | NPY-Y2 PAM-ag | Ba/F3 V617F tox | eIF4E-4G inh
COc1cccc(CC2(CO)CCCN(Cc3[nH]c4ccc(C)cc4c3C)C2)c1 (centres undefined) | 2.0 | -2 | 4 | -0.2 | 0 | 10 | -11 | 0 | 5
COc1cccc(NC(=O)COc2ccc(C)cc2)c1 | 0.1 | 0 | 4 | 0.2 | 1 | 0 | 2 | -1 | -1
CCC1=NN(C(=O)c2ccccc2Br)C(O)(c2ccc(Br)cc2)C1 (centres undefined) | 0.9 | -2 | 10 | 0.1 | -12 | -5 | 3 | 2 | -1
COc1cc(CNCCCN2CCOCC2)c(Br)cc1OCC(=O)Nc1ccccc1C | -0.1 | -1 | 12 | 1.5 | -10 | -3 | 0 | 0 | 1
COc1ccc(-c2oc(/N=C/N3CCCC3)c(C#N)c2-c2ccc(OC)cc2)cc1 | 0.7 | -1 | 3 | -1.6 | -11 | -14 | 8 | 0 | 5
COc1cccc(C(=O)NC2CCN(CC(=O)NCc3ccccc3OC)CC2)c1 | 1.4 | -2 | 1 | -2.0 | -5 | -2 | -2 | -3 | 0
COc1ccc2c(C)c(C(=O)NCC(C)O)oc2c1OC (centres undefined) | 0.1 | -2 | 2 | -0.4 | -11 | -14 | -1 | 3 | -5[fluorescence artefact?]
COc1ccc2[nH]c(C(=O)O)c(NC(=O)c3ccccc3[N+](=O)[O-])c2c1 | 2.5 | -1 | 8 | 0.5 | 0 | -6 | 7 | -1 | -4
O=C(/C=C/c1ccc(F)cc1)NCCNC(=O)/C=C/c1ccc(F)cc1 | 0.3 | 1 | 8 | -0.3 | -4 | -17 | -17 | 1 | 0
Cc1ccc(CN2CCN(/N=C/c3ccccc3)CC2)cc1 | -0.2 | -1 | 2 | 0.0 | -6 | 3 | -21 | -3 | -3
Cc1cccc(NC(=S)N/N=C/c2ccc(Cl)c([N+](=O)[O-])c2)c1 | -2.0 | -1 | 4 | 0.4 | -17 | -9 | 6 | 4 | 2
Cc1ccc2nsnc2c1NC(=O)CCl | -0.3 | -3 | 8 | 0.8 | 0 | 0 | -4 | 2 | 0
COc1ccc(CN=Nc2cc(C)nc(NS(=O)(=O)c3ccccc3Cl)n2)cc1 | 0.3 | -3 | 2 | 0.1 | -12 | -10 | -1 | 0 | 5
Cc1ccc(C)c(NC(=O)c2ccc[n+](Cc3ccc([N+](=O)[O-])cc3)c2)c1 | 0.9 | 0 | 5 | 0.5 | -13 | -13 | -6 | 1 | -5
CC(OC(=O)c1ccccc1Oc1ccccc1)C(=O)NC1CC1 (centres undefined) | 1.6 | 4 | 10 | -0.2 | -10 | -10 | 3 | -2 | 2
COc1ccccc1Nc1nc(Cl)nc(NC(C)(C)C)n1 | 1.1 | 1 | 3 | 0.8 | -12 | -9 | 3 | -3 | 0
CSc1nc2nc3c(cc2c(=O)n1-c1ccccc1)COC(C)(C)C3 | -0.3 | -1 | 2 | -1.2 | -8 | 0 | 2 | -2 | 4
CCC(C)c1c(O)nc(SCC(=O)N2CCOCC2)[nH]c1=O (centres undefined) | 0.2 | -2 | 4 | 2.6 | -15 | 0 | -10 | 6 | 10
C#CC[N+]1(CC#Cc2ccccc2)CCCCC1 | 0.6 | 0 | 59* | 1.0 | -19 | 4 | -3 | 46* | -1
O=C(CNCc1ccc(F)cc1)Nc1ccccc1-c1ccccc1 | 0.8 | 12* | 7 | -0.8 | 3 | -15 | 9 | -1 | 15
Cc1ccc2nc3c(cc2c1)c(NC(=O)c1cccnc1)nn3C | 2.9 | -1 | 5 | -0.9 | -27 | -11 | 7 | 4 | 2[fluorescence artefact?]
N#Cc1c(NC(=O)c2ccc(Br)o2)n(-c2ccccc2)c2nc3ccccc3nc12 | 0.5 | 1 | 2 | 1.9 | -2 | 12 | 23 | -2 | -3
Oc1ccc(N2CCN(C(c3ccncc3)c3nnnn3C3CCCC3)CC2)cc1 (centres undefined) | 0.8 | 4 | 9 | -0.2 | -12 | 3 | 1 | -3 | 4
COc1ccc2nc(C)cc(SCC(=O)Nc3c(C)cc(C)cc3C)c2c1 | 1.7 | -1 | 3 | 0.5 | -14 | -17 | 13 | -3 | 9[fluorescence artefact?]
CCOC(=O)c1ccc(N/C=C2\CCCCC2=O)cc1 | 0.9 | -2 | -2 | -0.2 | . | -8 | -3 | -4 | -19[fluorescence artefact?]
COc1ccc(-c2c(O)c(C#N)c(-c3ccccc3)n(-c3ccc(OC)cc3)c2=O)cc1 | 2.7 | -1 | 7 | 0.5 | -5 | -2 | 5 | 2 | -4
CCN1CCN(CC(=O)N2N=C(c3ccc(OC)cc3)CC2c2ccc(OC)cc2)C(=O)C1=O (centres undefined) | -0.1 | -2 | 2 | 0.0 | 11 | 9 | -1 | -1 | -3
Cc1cc2cc(C)c3nnc(SCC(=O)NCc4ccc5c(c4)OCO5)n3c2cc1C | 3.3 | -1 | 2 | 1.4 | -17 | -16 | 5 | -4 | 7
O=C(C1CCCO1)N1CCN(C(=S)Nc2ccc(F)c(Cl)c2)CC1 (centres undefined) | 5.2 | -3 | 27* | -0.1 | -6 | -7 | 1 | 28* | -1
CCn1c(=O)n(-c2ccc(Cl)cc2)c(=O)c2c3c(sc21)COC(C)(C)C3 | 0.7 | 1 | 1 | 0.3 | -3 | -8 | 17 | -3 | 5
CC(C)CC(NC(=O)OC(C)(C)C)C(=O)O (centres undefined) | -2.1 | 1 | 0 | 0.3 | 5 | 8 | -9 | 3 | -8
O=C(CN1CCCCCC1)Nc1cccc(Br)c1 | -1.3 | -3 | 1 | 1.2 | -1 | -2 | -1 | -2 | -6[fluorescence artefact?]
O=C(Nc1cccnc1)c1ccc(N2CCCC2)c([N+](=O)[O-])c1 | 0.3 | -3 | 6 | 0.1 | -2 | 14 | -15 | 1 | 0
CN1CCN(CC(=O)Nc2ccc(OCc3ccccc3)cc2)CC1 | -0.7 | 1 | 6 | 0.3 | 4 | -8 | -14 | 0 | -6
CCOc1ccc2nc(NC(=O)/C=C/c3ccc4c(c3)OCO4)sc2c1 | 0.9 | 0 | 6 | 0.7 | 1 | -4 | 17 | 0 | 16
C=C(C)C1CC=C(C)/C(=N/NC(=O)C2CC2c2ccccc2)C1 (centres undefined) | 2.1 | 6 | 7 | 1.5 | -1 | -7 | -4 | 2 | 2
CCCNC(=O)COc1ccccc1[N+](=O)[O-] | 0.7 | 5 | 7 | 1.7 | -5 | -5 | 8 | -4 | 2
CCOc1ccc(S(=O)(=O)Nc2nc3ccc(OC)cc3s2)cc1 | -2.8 | -1 | 3 | 0.2 | -17 | -6 | 3 | 7 | -10[fluorescence artefact?]
CCOc1ccc(OCC(=O)Nc2ccc(S(N)(=O)=O)cc2)cc1 | -0.2 | 2 | 8 | 0.1 | -7 | -3 | -10 | 4 | -2
O=C(COc1ccc([N+](=O)[O-])cc1Cl)NCCc1ccccc1 | 0.9 | -3 | 7 | 0.4 | -10 | -21 | -7 | -3 | -1
CCCN1C(=O)/C(=C/c2ccc(OCC(=O)OCC)cc2)NC1=S | -0.9 | 0 | 3 | 0.1 | -3 | 30* | 22 | 1 | 2
CCSc1nc2c(c(=O)[nH]c(=O)n2C)n1Cc1ccc(Cl)cc1 | -1.4 | -2 | 2 | 0.0 | -4 | -6 | -7 | -1 | -12[fluorescence artefact?]
COc1ccc(/C=C2/SC(=O)N(CCC(=O)Nc3ccc(S(=O)(=O)Nc4nccs4)cc3)C2=O)cc1 | 1.9 | -3 | -1 | 0.2 | -7 | 0 | 1 | -5 | -3
Cc1nn(C)cc1S(=O)(=O)N1CCCC(C(=O)O)C1 (centres undefined) | 2.8 | -2 | -1 | 1.5 | 6 | -5 | 12 | -3 | 3
O=C(CN1CCN(S(=O)(=O)c2ccccc2[N+](=O)[O-])CC1)NC(=O)NCc1ccco1 | 0.9 | -3 | 4 | 1.9 | 5 | 3 | 0 | 1 | 3
CCN(C(=O)c1c(C)cc(=O)oc1C)c1ccc2c(c1)OCO2 | -0.2 | 1 | 0 | -0.1 | -24 | -5 | 1 | -4 | 2
C/C(Cl)=C\COc1cc(C)nc2c(Br)cccc12 | 0.6 | 4 | 10 | 0.4 | -3 | -33 | -14 | 4 | 1
Cc1ccc2cc(CN(CC(C)C)C(=O)C3CCCO3)c(=O)[nH]c2c1 (centres undefined) | 1.3 | 0 | 3 | -0.2 | 8 | -36 | 2 | 4 | 4
COC(=O)c1c(NC(C)=O)sc2c1CCCCC2 | 1.0 | -1 | 3 | 1.0 | -4 | -9 | 1 | -3 | -4
COc1ccc2nc(NNC(=O)C3COc4ccccc4O3)sc2c1 (centres undefined) | -1.1 | 4 | 2 | 1.7 | . | 1 | 4 | -3 | 5
CC/C(=N\NC(=O)c1ccoc1C)c1ccc(C)o1 | 2.6 | 2 | 5 | 0.8 | -7 | -25 | 2 | -1 | -3
Cc1c(C(c2ccc([N+](=O)[O-])cc2)c2c(C)n(C)n(-c3ccccc3)c2=O)c(=O)n(-c2ccccc2)n1C | -1.0 | -1 | 0 | 0.5 | -1 | -4 | -6 | 0 | -4[fluorescence artefact?]
CCOc1ccc(NC(=O)COn2nnc3ccc(S(=O)(=O)N4CCOCC4)cc32)cc1 | -1.4 | -1 | 0 | 0.3 | -3 | -8 | 3 | 0 | -6
O=C(/C=C/c1cccc(F)c1)Nc1nccs1 | 0.8 | 5 | 2 | 0.7 | -14 | -19 | 4 | -7 | 1
O=C(Nc1cccc(NC(=O)c2ccc(-c3cccc(Br)c3)o2)c1)c1ccco1 | 2.0 | 6 | 1 | -1.6 | 2 | -15 | -15 | -5 | 1
CCN(CC)c1ccc(/C=N/N2C(=O)c3ccccc3C2=O)cc1 | -0.7 | -1 | 2 | -0.4 | -1 | -4 | -7 | 4 | -17
